# SKKanGAS inh: SKKanGAS growth inhibition; S. pyogenes SKKanGAS, kanamycin growth, BacTiter-Glo, 6 h; inhibition, % at 7.5 µM; 300,000 tested, 1.3% active;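 active means mean replicate score, as percent of positive control median, at least 50; inconclusive means mean below 50 but one replicate at or above 50; inactive means mean and every replicate below 50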;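 further: strain carries kanamycin resistance gene driven by streptokinase promoter and grows in 40 µg/ml kanamycin; loss of luminescence reflects streptokinase promoter inhibition or plain growth inhibition; 0% = median of DMSO wells and 100% = positive control at its reference dose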
# RGS4 act: potentiators or activators of RGS4 | HEK293 M3R/inducible RGS4, carbachol calcium flux Fluo4; active compounds read low | B-score at 10 µM | 310,000 tested, 0.92% active | AID 463111;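 active means B-score of the integrated calcium signal more than 4 SD below the library mean, with starting fluorescence not abnormally high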;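 further: negative B-score means reduced calcium response which marks RGS4 activation or potentiation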
#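 Test system: HEK293 cells with stable M3R and inducible RGS4; also added: carbachol at ECmax as muscarinic agonist stimulus; schedule: dye loading 30 min 37 °C, buffer rest 30 min RT; technique: kinetic calcium fluorescence imaging with Fluo4-AM dye, 2 µM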
# HDAC3 inh: human HDAC3 inhibition | recombinant HDAC3, fluorogenic peptide/trypsin coupled, fluorescence | inhibition, % at 8.3 µM | 320,000 tested, 0.15% active | AID 2718; in the data active means inhibition above about 26%, passing the limit was not always enough; inconclusive means no clear call, values can overlap the other calls
# MrgX1 allo act: human MrgX1 positive allosteric modulation, primary screen; Q96LB2; MrgX1-HEK293, Fluo-4 calcium flux, FDSS; active compounds read high; AID 588675; B-score at 10 µM; 310,000 tested, 0.63% active;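 active means plate-corrected calcium response at least 3 library SD above typical, normal starting fluorescence, not activating the receptor alone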;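 further: compound read alongside a low EC10 to EC30 dose of BAM8-22 agonist; peak minus trough fluorescence over baseline measured at the second addition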
# TMEM16A inh: blocks the mouse calcium-activated chloride channel TMEM16A; normalized B-score (activity score, 25-100; higher = stronger inhibition) at 10 µM; HEK293 TMEM16A/YFP iodide influx fluorescence, ionomycin; 310,000 tested, 1.2% active; Q8BHY3;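 active means ratio plate-corrected score three or more library SD toward inhibition, starting fluorescence score within five deviations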;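 further: score derived from kinetic fluorescence span divided by baseline fluorescence per well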
# TRPC6 inh: blocks the mouse TRPC6 cation channel. Q61143. HEK293-TRPC6, membrane potential dye, ACh-evoked depolarization; active compounds read low. B-score at 10 µM. 310,000 tested, 1.1% active. AID 2553;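 active means B-score under library mean minus 3 SD, initial fluorescence not abnormally high, positive integrated signal ratio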;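 further: B-score derived from integrated fluorescence ratio over the kinetic read; more negative B-score means stronger inhibition of depolarization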
# Target sequence (Q61143 whole entry, looked up): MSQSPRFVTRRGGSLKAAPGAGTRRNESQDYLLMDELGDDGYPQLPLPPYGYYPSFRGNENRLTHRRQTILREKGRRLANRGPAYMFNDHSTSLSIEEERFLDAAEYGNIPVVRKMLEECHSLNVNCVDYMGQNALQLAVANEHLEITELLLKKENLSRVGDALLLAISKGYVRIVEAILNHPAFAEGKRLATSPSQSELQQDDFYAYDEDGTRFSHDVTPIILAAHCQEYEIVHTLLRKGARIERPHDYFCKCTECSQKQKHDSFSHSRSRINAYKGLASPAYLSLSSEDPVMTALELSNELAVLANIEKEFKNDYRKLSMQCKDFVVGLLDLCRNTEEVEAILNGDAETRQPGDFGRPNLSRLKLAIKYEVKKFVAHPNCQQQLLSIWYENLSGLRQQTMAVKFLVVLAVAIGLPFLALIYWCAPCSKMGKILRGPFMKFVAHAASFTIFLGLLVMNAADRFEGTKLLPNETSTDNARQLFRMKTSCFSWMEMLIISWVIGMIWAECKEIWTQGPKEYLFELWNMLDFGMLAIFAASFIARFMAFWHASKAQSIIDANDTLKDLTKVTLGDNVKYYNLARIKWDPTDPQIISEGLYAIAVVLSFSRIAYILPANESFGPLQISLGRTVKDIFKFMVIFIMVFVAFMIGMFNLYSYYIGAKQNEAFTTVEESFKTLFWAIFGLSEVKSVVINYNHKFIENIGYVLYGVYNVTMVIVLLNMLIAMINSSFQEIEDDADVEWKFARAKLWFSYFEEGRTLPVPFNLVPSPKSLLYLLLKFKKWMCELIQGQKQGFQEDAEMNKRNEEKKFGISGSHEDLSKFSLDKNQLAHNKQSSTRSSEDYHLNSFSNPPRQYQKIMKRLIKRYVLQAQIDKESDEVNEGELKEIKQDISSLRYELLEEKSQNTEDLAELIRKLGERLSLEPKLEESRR
# TMEM16A act: mouse TMEM16A channel activation, primary screen | 340,000 tested, 0.3% active | HEK293 TMEM16A/YFP-H148Q/I152L, iodide quench fluorescence; active compounds read low | B-score at 10 µM | Q8BHY3;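 active means fluorescence-ratio B-score plate-corrected deviation score at least 3 library SD below zero, with starting fluorescence score within 5 deviations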;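 further: channel opened by trigger with iodide after compound preincubation; score built on the fluorescence ratio of max minus min over baseline; more negative score means more quench and so TMEM16A activation or potentiation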
# RGS4 block: inhibitors of human RGS4 | B-score at 10 µM | P49798 | HEK293 M3R/RGS4 inducible, Fluo-4 calcium flux; active compounds read high; triggered by carbachol at its EC20 | 310,000 tested, 0.45% active;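 active means B-score, a plate-corrected calcium signal, over three deviations above library mean, with baseline fluorescence within five deviations of library mean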;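 further: RGS4 expression induced by doxycycline in cells with stable M3 receptor; B-score is computed from the integrated fluorescence ratio over baseline after carbachol; higher B-score means a larger calcium signal and so more RGS4 inhibition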
# Target sequence (P49798 whole entry, looked up): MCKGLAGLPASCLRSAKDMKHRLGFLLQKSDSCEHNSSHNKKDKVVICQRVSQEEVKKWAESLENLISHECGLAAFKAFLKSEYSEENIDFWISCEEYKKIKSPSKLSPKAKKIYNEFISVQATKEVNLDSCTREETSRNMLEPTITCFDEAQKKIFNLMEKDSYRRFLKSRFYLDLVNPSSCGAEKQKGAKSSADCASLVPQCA
# TRPC6 act: mouse TRPC6 channel activation; AID 2550; B-score at 10 µM; HEK293-TRPC6 membrane potential dye fluorescence; active compounds read high; 310,000 tested, 0.13% active; Q61143;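 active means B-score of the integrated fluorescence ratio above library mean plus 3 SD, and starting fluorescence ratio within library mean plus 5 SD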;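 further: higher score means more depolarization so channel activation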
# MrgX1 antag: blocks BAM8-22 activation of human MrgX1 receptor; Q96LB2; MRGX1-HEK293 calcium flux, Fluo-4, BAM8-22 antagonism; active compounds read low; B-score at 10 µM; 310,000 tested, 1.3% active; AID 588676;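 active means calcium-response B-score plate-corrected more than 3 library SD below zero, starting fluorescence within 5 deviations, no agonist response on first addition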;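 further: peak minus trough fluorescence over baseline after final BAM8-22 challenge near maximal dose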
# MrgX1 agonist: agonists of human MrgX1 receptor; Q96LB2; MrgX1-HEK293 cells, Fluo-4 calcium fluorescence, agonist mode; active compounds read high; B-score at 10 µM; 310,000 tested, 0.44% active; AID 588627;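 active means calcium response B-score plate-corrected fluorescence ratio at least 3 library SD, with starting fluorescence B-score inside 5 SD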
#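 Material: HEK293 cells stably expressing human MrgX1 receptor | Quantity: 15,000 cells per well | Times: Cells plated overnight, dye loaded 0.5 h 37 °C, 0.5 h room temperature | Measured by: Kinetic Fluo-4 NW fluorescence of intracellular calcium | Control set: Positive and negative controls per plate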
# * hit, by the source's call; i = inactive; ? = inconclusive; · = no result given; & = joins results of further samples.
SMILES,SKKanGAS inh,RGS4 act,HDAC3 inh,MrgX1 allo act,TMEM16A inh,TRPC6 inh,TMEM16A act,RGS4 block,TRPC6 act,MrgX1 antag,MrgX1 agonist
CCc1ccccc1NC(=O)CCOc1ccccc1,1.1,i,-3.4,i,i,i,i,i,i,i,i
COC(=O)C(Cc1c[nH]c2ccccc12)NC(=O)C1CC1 (stereo not drawn),-19.7,i,1.8,i,i,i,i,i,i,i,i
Cc1ccc2oc(C(=O)N3CCC(C(N)=O)(N4CCCCC4)CC3)c(C)c2c1,2.5,i,0.8,i,i,i,i,i,i,i,i
CCOC(=O)c1[nH]c(C)c(C(=O)Nc2ccc(C)cc2C)c1C,-6.6,i,-0.3,i,i,i,i,i,i,i,i
CC(C)CCn1c2ccccc2c2cc(CC(N)=O)ccc21,-2.0,i,12.8,i,i,i,i,i,i,i,i
O=C(CCC(=O)c1ccccc1)NCc1ccccc1,-1.2,i,0.9,i,i,i,i,i,i,i,i
CC(=O)Nc1ccc(Oc2cnccn2)cc1,3.2,i,-1.2,i,i,i,i,i,i,i,i
O=c1oc(-c2ccccc2NS(=O)(=O)c2ccc(F)cc2)nc2ccccc12,8.9,i,?,i,i,i,i,i,i,i,i
CCN1CCN(C(=O)CSc2ccc(C)cc2)CC1,-3.0,i,-5.6,i,i,i,i,i,i,i,i
CN(C(=O)/C(N=Nc1cccc(C(F)(F)F)c1)=C(\O)C(F)(F)F)c1ccccc1,4.8,i,?,i,100*,i,i,i,i,i,i
COc1ccc(NC(=O)CN(C)C(=O)Cc2n[nH]c(=O)c3ccccc23)cc1,-2.3,i,-2.6,i,i,i,i,i,i,i,i
Cc1ccc(C)n1-n1c(C)nc2scc(-c3cccs3)c2c1=O,-5.2,i,?,i,i,i,i,i,i,i,i
O=c1cc(-c2ccc(O)c(O)c2)oc2cc(O)cc(O)c12,1.3,i,22.2,i,i,i,i,i,i,i,i
COC(/C=C/Nc1ccc(Cl)cc1)=C(C#N)C#N,6.0,i,-5.9,i,i,i,i,i,i,i,i
O=C(CSc1nnnn1Cc1ccccc1)c1ccccc1F,21.6,i,-2.9,i,i,i,i,i,i,i,i
COCCCNC(=O)C(C#N)c1nc2ccccc2nc1N1CCN(Cc2ccccc2)CC1 (stereo not drawn),13.9,i,·,·,·,i,i,i,i,·,·
O=C(Nc1ccccc1-c1nnn(CC(=O)N2CCN(c3ccccc3)CC2)n1)c1cccs1,-2.6,i,-4.7,i,i,i,i,i,i,i,i
CC1CN(C(=O)c2cc3cc(Br)ccc3[nH]2)CC(C)O1 (stereo not drawn),-2.1,i,2.2,i,i,i,i,i,i,i,i
Cc1cccc(N2CCN(C(=O)c3cccc(N4CCCC4=O)c3)C(C)C2)c1 (stereo not drawn),0.2,i,-3.3,i,i,i,i,i,i,i,i
FC(F)(F)c1cccc(Nc2cc(-c3ccccc3)nc3ncnn23)c1,4.1,i,3.1,i,i,i,i,i,i,i,i
NS(=O)(=O)c1ccc(CCNC(=O)c2ccccc2OCc2ccc(F)cc2)cc1,18.2,i,-1.1,i,i,i,i,i,i,i,i
CCC1Sc2ccc(S(=O)(=O)CCC(=O)Nc3ccc(OC(F)(F)F)cc3)cc2NC1=O (stereo not drawn),5.4,i,-2.7,i,i,i,i,i,i,i,i
CN(C)c1ccc(C2C3=C(CCCC3=O)OC3=C2C(=O)CCC3)cc1,-4.9,i,-1.0,i,i,i,i,i,i,i,i
CCS(=O)(=O)c1ccc2oc(SCC(=O)NCCC3=CCCCC3)nc2c1,-0.3,i,-3.2,i,i,i,i,i,i,i,i
CN(C)S(=O)(=O)c1cccc(NC(=O)COC(=O)CCc2nc3ccccc3s2)c1,-1.6,i,2.0,i,i,i,i,i,i,i,i
CC(OC(=O)Cn1c(C(F)(F)F)nc2ccccc21)C(N)=O (stereo not drawn),-3.3,i,-6.3,i,i,i,i,i,i,i,i
COc1cccc(N2C(=O)C3CC=C(Cl)CC3C2=O)c1 (stereo not drawn),0.4,i,2.2,i,i,i,i,i,i,i,i
Cc1cc(NC(=O)C(C)C)ncc1NC(=O)c1ccccn1,-1.1,i,-1.9,i,i,i,i,i,i,i,i
CC(C)NC(=O)C(C)N1CCN(S(=O)(=O)c2ccc3ccccc3c2)CC1 (stereo not drawn),-0.3,i,3.9,i,i,i,i,i,i,i,i
O=C(C1CCCN(Cc2ccccc2[N+](=O)[O-])C1)N1CCCCC1 (stereo not drawn),-2.6,i,-4.1,i,i,i,i,i,i,i,i
Cc1ccc(C2(c3noc(CN(C)CC4COCCO4)n3)CCCC2)cc1 (stereo not drawn),5.4,i,-5.1,i,i,i,i,i,i,i,i
COc1cccc(C(=O)NC2CCCN(C3Cc4ccccc4C3)C2)c1OC (stereo not drawn),3.1,i,-3.3,i,i,i,i,i,i,i,i
Cc1cc(NC(=O)c2cccc(S(=O)(=O)N3c4ccccc4CC3C)c2)no1 (stereo not drawn),-0.6,i,2.6,i,i,i,i,i,i,i,i
O=C(CN(CC1CCCO1)C(=O)Cn1nnc(-c2ccc(F)cc2)n1)NC1CCCCC1 (stereo not drawn),1.8,i,-2.2,i,i,i,i,i,i,i,i
O=C(NCCc1ccccc1)C(=O)NCC1OCCCN1S(=O)(=O)c1cc(F)ccc1F (stereo not drawn),2.4,i,-0.2,i,i,i,i,i,i,i,i
COc1ccc(C(=O)N/C(=C\c2cccs2)c2nc3ccccc3[nH]2)cc1OC,·,i,8.2,i,i,i,i,i,i,i,i
COc1ccc(Cc2c(O)nc(SCC(=O)NC34CC5CC(CC(C5)C3)C4)[nH]c2=O)cc1,-4.6&-12.6,i,-5.3&-4.8,i,i,i,i,i,i,i,i
COc1cc(OC)cc(C(=O)NCC(=O)Nc2ccc(-c3ccccc3)cc2)c1,4.0,i,1.0,i,i,i,i,i,i,i,i
CC(C)C1OC2(C)OC(=N)C1(C#N)C(C#N)(C#N)C2c1ccccc1 (stereo not drawn),6.3,i,-12.1,i,i,i,i,i,i,i,i
CSc1ccc(/C=N/Nc2nc(C)cc(=O)[nH]2)cc1,4.4,i,-4.0,i,i,i,i,i,i,i,i
COc1ccc(NC(=O)C(NC(=O)CNC(C)=O)c2ccc(C)cc2)cc1 (stereo not drawn),-0.7,i,1.8,i,i,i,i,i,i,i,i
CN(C)S(=O)(=O)c1ccc(S(=O)(=O)Nc2ccc3c(c2)oc2ccccc23)cc1,4.6,i,16.7,i,i,i,i,i,i,i,i
COc1ccccc1C1C(C(=O)c2ccco2)=C(O)C(=O)N1c1cc(C)on1 (stereo not drawn),-7.2,i,-6.2,i,i,i,i,i,i,i,i
COc1cccc(/C=C(\C)C(=O)c2c(C)cc(C)[nH]c2=O)c1OC,-3.3,i,1.4,i,i,i,i,i,i,i,i
O=C(Cn1ncnn1)OCc1ccccc1Cl,-0.4,i,-4.4,i,i,i,i,i,i,i,i
N#Cc1cnn2cc(-c3ncc(C(F)(F)F)cc3Cl)cnc12,-7.8,i,3.1,i,i,i,i,i,i,i,i
O=C(CSc1nc(O)cc(=O)[nH]1)N1c2ccccc2Sc2ccccc21,12.4,i,-1.7,i,i,i,i,i,i,i,i
CCCC/C=C/C(NC(=O)c1ccc(-c2ccccc2)cc1)c1ccccc1 (stereo not drawn),2.4,i,-4.2,i,i,i,i,i,i,i,i
CCc1ccccc1NC(=O)c1nnn(CC(=O)Nc2cccc(C)c2C)c1N,17.6,i,3.9,i,i,i,i,i,i,i,i
Nc1ccc2nc(CCCCCCCCc3nc4ccc(N)cc4[nH]3)[nH]c2c1,-17.7,i,0.3,i,i,i,i,i,i,i,i
CCC1CCCCN1S(=O)(=O)c1ccc(S(=O)(=O)N2CCN(S(=O)(=O)CC)CC2)cc1 (stereo not drawn),0.5,i,2.5,i,i,i,i,i,i,i,i
Cc1cc2ccccn2c1C(=O)c1ccc(NN)c([N+](=O)[O-])c1,24.6,i,4.3,i,i,i,i,i,i,i,i
CCOc1ccc(NC(=O)CN(C2CCCCC2)S(C)(=O)=O)cc1,-7.2,i,-2.5,i,i,i,i,i,i,i,i
Clc1ccccc1CSc1nnc(-c2ccco2)c(-c2ccco2)n1,9.1,i,7.0,i,i,i,i,i,i,i,i
O=C(/C(=N\Nc1ccc([N+](=O)[O-])cc1)Sc1nnnn1-c1ccccc1)c1ccccc1,?,i,1.4,i,i,i,i,i,i,i,i
N#Cc1c(NC(=S)NC(=O)c2ccccc2)sc2c1CCC2,10.9,i,1.7,i,i,i,i,i,i,i,i
O=c1c(S(=O)(=O)c2ccc(Cl)cc2)cn(Cc2ccccc2F)c2ccc(F)cc12,5.4,i,3.8,i,i,i,i,i,i,i,i
Cc1ccc(SCc2cc(-c3ccc(Cl)cc3)on2)cc1,-10.1,-7.58*,-0.6,i,i,i,i,i,i,i,i
COc1ccc(N(CC(=O)Nc2ccccc2C(=O)N2CCOCC2)S(=O)(=O)c2ccc(F)cc2)cc1,2.2,i,-4.0,i,i,i,i,i,i,i,i
O=c1c2ccccc2nc(SCc2cccc(F)c2)n1C1CCCC1,0.7,i,1.1,i,i,i,i,i,i,i,28.8*

# (next part)
SMILES,SKKanGAS inh,RGS4 act,HDAC3 inh,MrgX1 allo act,TMEM16A inh,TRPC6 inh,TMEM16A act,RGS4 block,TRPC6 act,MrgX1 antag,MrgX1 agonist
O=C(COC(=O)c1ccccc1Nc1ccc(SC(F)F)cc1)NCc1ccco1,1.3,i,-3.6,i,i,i,i,i,i,i,i
CCNC(=O)COC(=O)/C=C/c1cccc([N+](=O)[O-])c1,0.6,i,2.7,i,i,i,i,i,i,i,i
COc1ccc(NC(=O)c2nc(C)c(C3(C)CC(c4ccccc4)=NO3)s2)cc1 (stereo not drawn),19.6,i,10.7,i,i,i,i,i,i,i,i
CCCCNc1cc(C)nc(N2CCOCC2)n1,-10.8,i,13.1,i,i,i,i,i,i,i,i
Cc1cc(NC(=O)C(C)N2C(=O)c3ccccc3S2(=O)=O)no1 (stereo not drawn),-3.4,i,-0.9,i,i,i,i,i,i,i,i
O=C(NNC(=O)c1ccc(S(=O)(=O)N2CCCCC2)cc1)c1ccccc1,0.8,i,4.7,i,i,i,i,i,i,i,i
CCn1c(COc2cccc(OC)c2)nnc1SCC(=O)NCC1CCCO1 (stereo not drawn),6.2,i,-2.6,i,i,i,i,i,i,i,i
CN(C)c1ccc(C(=O)OCc2ccccc2)cc1,8.9,i,4.4,i,i,i,i,i,i,i,i

# Screening data (PubChem)
